Bioassay records from PubChem.
ABHD5-PLIN5 inh: ABHD5-PLIN5 interaction inhibitors, primary screen, cell lysate, split luciferase complementation, luminescence. Split G. princeps luciferase complementation, 4 h. Perilipin-5 (Homo sapiens) + 1-acylglycerol-3-phosphate O-acyltransferase ABHD5 (Homo …. inhibition, % at 4 µM. hit rate 0.78% among 360,000;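 active = inhibition above the mean inhibition across every tested compound plus 3 SD, cut at about 22% in these data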;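 also: 0% = DMSO only wells and the 100% control is not disclosed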
aDG glyco up: activators of alpha-DG glycosylation, primary screen, uHTS, Pro5-aDG cells, AlphaScreen | alpha-DG glycosylation AlphaScreen (IIH6); 0% Pro5, 100% B10-LARGE cell signal | activation, % at 10 µM | hit rate 0.22% among 360,000 | AID 624168, 2012;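 active = activation of at least 8% versus controls, or a plate z-score of at least 8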;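 also: Pro5 are CHO cells carrying HIG-tagged alpha-DG that lacks glycosylation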
hiPSC survival: enhancers of single-cell hiPSC survival, primary screen, ATPlite luminescence; survival enhancement, % at 20 µM; AID 602274, 2012; hit rate 0.044% among 360,000; 100% = ROCK inhibitor wells, 0% = DMSO; in the data active = survival enhancement above about 18%;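 also: cells exposed to compounds for 16 hours before the ATP read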
MC4R antagonist: MC4R antagonists of cAMP signaling, primary screen, cell-based, TR-FRET, antagonist arm of biased-ligand search; inhibition, % at 6.5 µM; hit rate 0.48% among 360,000; MC4R-expressing cells, MTII-stimulated cAMP, LANCE TR-FRET;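 active = inhibition above its plate's cutoff, the mean of tested wells on that plate plus 3 SD, cut at about 29% in these data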;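 also: 0% = Melanotan II alone and 100% = Melanotan II plus saturating MCL0020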
Target sequence (P32245 whole entry, looked up): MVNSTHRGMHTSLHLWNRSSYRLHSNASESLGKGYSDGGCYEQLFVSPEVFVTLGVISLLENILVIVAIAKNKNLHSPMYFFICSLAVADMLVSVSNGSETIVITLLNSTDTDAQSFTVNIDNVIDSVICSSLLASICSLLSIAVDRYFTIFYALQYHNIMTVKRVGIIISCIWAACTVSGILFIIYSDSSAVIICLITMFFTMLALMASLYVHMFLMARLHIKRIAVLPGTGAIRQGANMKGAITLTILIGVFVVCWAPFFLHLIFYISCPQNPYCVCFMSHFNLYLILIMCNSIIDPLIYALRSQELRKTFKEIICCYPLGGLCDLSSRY
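Assay system: human MC4R-expressing U2OS cells; reagent: Melanotan II stimulation of cells; dosing: 6.5 µM single dose; timing: compound 30 min, challenge 1 h, detection 1 h; signal: TR-FRET cAMP assay; replicates: one well per compound, no replicates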
Glyco luc inh: increase of ERlucT glycosylation luciferase signal, primary screen, N-linked glycosylation inhibitor project, D54 ERlucT cells, luminescence, set 2 | hit rate 0.23% among 360,000 | AID 588692, 2011 | reporter increase, % at 12.5 µM | D54 ERlucT glycosylation luciferase reporter, 24 h; percent of 100 nM tunicamycin response;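 active = mean luciferase reporter signal, scaled so untreated is 0 and the glycosylation-blocking control 100, at or above a set limit in every replicate; inconclusive = mean reaches the limit but not every replicate does; inactive = mean below the limit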;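 also: luciferase carries N-glycosylation sites so blocking glycosylation raises the light; 0% = median of neutral control wells and 100% = median of 100 nM tunicamycin wells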
H9c2 protect: cardioprotection against H2O2-induced cell death, primary screen, uHTS, H9c2 cells, ATPLite luminescence; H9c2 cardiomyocytes, H2O2 injury protection, 2 h; protection from H2O2 cell death, % at 20 µM; hit rate 0.63% among 360,000;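 active = compounds giving at least 50% protection of heart cells from peroxide-induced death in the single-dose screen, raw or plate-pattern-corrected value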;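 also: 0% = DMSO wells with peroxide and 100% = DMSO wells without peroxide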
Granule exo inh: LAMP-1 surface exposure blockers, TALL-104 cells – cell-based, flow cytometry, MLPCN library, primary screen; inhibition, % at 10 µM; TALL-104 LAMP-1 surface exposure; cells stimulated with thapsigargin and PMA; hit rate 0.66% among 360,000; AID 651702, 2012;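 active = inhibition above about 55%, limit read from the data; inconclusive = no clear call, values can overlap the other calls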
HTR2A ag: mouse Htr2a agonists via beta-arrestin recruitment, primary screen, cell-based, luminescence; activation, % at 7.6 µM; CHO-K1 mHTR2A beta-arrestin complementation; percent of 30 µM serotonin response; 5-hydroxytryptamine receptor 2A (Mus musculus), P35363; hit rate 0.66% among 360,000;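 active = activation above a run cutoff, the mean activation of all tested compounds plus 3 SD, cut at about 14% in these data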;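 also: 0% = plate median of compound wells and 100% = 30 µM serotonin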
Target sequence (P35363 whole entry, looked up): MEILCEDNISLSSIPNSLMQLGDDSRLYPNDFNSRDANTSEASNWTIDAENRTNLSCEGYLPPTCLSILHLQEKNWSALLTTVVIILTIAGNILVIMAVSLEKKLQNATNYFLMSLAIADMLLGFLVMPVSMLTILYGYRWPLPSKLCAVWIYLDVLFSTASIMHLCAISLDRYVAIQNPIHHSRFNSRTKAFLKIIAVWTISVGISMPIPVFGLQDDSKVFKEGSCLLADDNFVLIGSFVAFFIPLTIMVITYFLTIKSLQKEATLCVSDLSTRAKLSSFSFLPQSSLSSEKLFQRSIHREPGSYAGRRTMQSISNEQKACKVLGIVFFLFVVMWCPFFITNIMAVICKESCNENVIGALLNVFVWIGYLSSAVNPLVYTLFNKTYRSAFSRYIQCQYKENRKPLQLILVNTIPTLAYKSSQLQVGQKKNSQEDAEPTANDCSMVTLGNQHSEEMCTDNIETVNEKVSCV
MC4R ag barr: MC4R agonists recruiting beta-arrestin, primary screen, cell-based, luminescence, agonist arm of biased-ligand search | activation, % at 8.9 µM | U2OS MC4R beta-arrestin complementation; percent of melanotan II response, DMSO zero | Melanocortin receptor 4 (Homo sapiens), P32245 | hit rate 0.98% among 360,000 | AID 540308, 2011;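 active = activation above a per-plate cutoff, the mean activation of sample wells on that plate plus 3 SD, cut at about 8% in these data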
ABCB6 inh 2: ABCB6 transporter inhibitors, primary screen, K562-ABCB6 cells, flow cytometry, MLPCN library; hit rate 0.19% among 360,000; K562-ABCB6 porphyrin accumulation, 1 h; stronger effect = lower value; ATP-binding cassette sub-family B member 6 (Homo sapiens), Q9NP58; fluorescence ratio to DMSO, % at 10 µM;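 active = fluorescence ratio to DMSO below 75%, the collection mean minus 3 SD; inconclusive = too few cells collected in the well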;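 also: signal is porphyrin accumulated inside mitochondria; 100% equals median channel fluorescence of DMSO control wells; lower ratio means ABCB6 inhibition with less porphyrin fluorescence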
* hit, by the source's call; ? = inconclusive; / = not tested or not shown. An unsorted share of the library, and some 4.5% of all compounds hit somewhere here.

SMILES	ABHD5-PLIN5 inh	aDG glyco up	hiPSC survival	MC4R antagonist	Glyco luc inh	H9c2 protect	Granule exo inh	HTR2A ag	MC4R ag barr	ABCB6 inh 2
CC1Cc2ccccc2N1C(=O)COc1ccc2c(c1)OCO2 (stereo not drawn)	-1	0.0	0.9	9	-1	-4	-6	-1	1.1	91
O=C(CSc1nnc(CNC(=O)c2c(F)cccc2F)o1)c1ccc(Cl)cc1	-5	0.0	-0.6	-2	0	-6	-5	5	-1.0	96
CCC(C)(C)C1CCC2(CC1)NC(=O)N(CC(=O)NCCc1c[nH]c3ccccc13)C2=O (stereo not drawn)	1	-0.2	-0.1	8	-3	5	21	-2	7.0	100
CS(=O)(=O)NCCCNc1c(Cl)cccc1[N+](=O)[O-]	-1	0.2	-0.5	15	1	10	1	-2	-0.4	95
COc1ccc(NS(=O)(=O)c2nnc(NC(=O)c3ccccc3F)s2)cc1	10	0.0	5.6	18	2	1	-5	-4	-0.5	98
CN(CC(=O)Nc1ccc(Cl)c(C(F)(F)F)c1)C(=O)c1ccccc1SCC(=O)N1CCCC1	1	-0.1	0.5	3	-2	-11	-3	0	2.6	99
Cc1ccc(C(=O)NC(=S)NCc2cccnc2)cc1C	8	1.1	-1.1	-4	2	-9	0	1	-2.1	89
CCOc1ccc(/C=N/OCC(=O)NCc2cccs2)cc1	-3	0.4	0.5	-4	0	-1	-3	-3	-3.5	100
O=C(CCCCCN1C(=O)c2ccccc2C1=O)Nc1ccc(S(=O)(=O)N2CCCCC2)cc1	-7	0.1	2.0	17	-1	-8	-2	-1	0.5	98
COC(=O)c1nccnc1N	1	0.2	0.4	1	0	10	-1	8	1.1	91
O=C(CCNC(=O)C1CCN(S(=O)(=O)c2ccc(F)cc2)CC1)NCc1cccnc1	-4	0.2	1.6	4	4	-5	8	-1	-2.9	104
COCCNC(=S)N1CCC(C(=O)c2ccc(C)cc2)CC1	0	0.2	-0.5	1	4	1	?	-1	1.9	87
CN(C)Cc1cc(C(C)(C)c2cc(CN(C)C)c(O)c(CN(C)C)c2)cc(CN(C)C)c1O	3	0.1	-1.7	-1	-5	8	1	0	-0.3	99
COc1ccc(NC(=O)CC(C)(C)C)c([N+](=O)[O-])c1	-3	0.0	-0.3	3	0	2	5	1	-1.5	108
O=C1CN(C(=O)NCC(=O)N2CCCC2)c2ccccc2N1	5	-0.4	-0.3	4	4	0	-2	-7	-2.0	90
CCOC(=O)c1c(C)[nH]c(C(=O)OCc2ccccc2)c1C	1	0.0	0.0	9	-6	-11	45	-2	4.3	126
Cc1ccc(Oc2nc3c(c(=O)n(Cc4ccccc4F)c(=O)n3C)n2C)cc1	-6	-0.1	-0.3	3	-8	-1	11	-4	-0.7	97
CC(=O)Nc1nnc(SCC(=O)N2CCCc3ccccc32)s1	6	-0.1	-2.3	12	0	4	-1	-5	-4.2	98
COc1cccc(OCC(=O)NC2CCCCCC2)c1	1	0.0	-0.5	4	-2	-3	5	-6	-0.7	102
COc1ccc(CNC(=O)c2ccc(S(=O)(=O)N3CCCC3)cc2)cc1OC	0	-0.1	0.2	1	-3	12	-4	-2	-2.0	90
NC(=O)CSc1nc(N)c2c3c(sc2n1)CCCCC3	4	-0.2	-2.2	-11	3	-7	-2	2	-1.7	101
O=C(CN1CCN(Cc2ccc(Cl)cc2)C1=O)NCCCN1CCOCC1	-4	-0.3	2.6	2	-1	3	-5	3	-1.2	95
O=C1CSCC(=O)N1Cc1ccc(Cl)cc1Cl	-7	0.0	0.8	3	-1	-8	-10	3	0.2	100
Cc1ccc(C)c(NC(=O)CCN2CC(C)CC(C)C2)c1 (stereo not drawn)	-14	-0.2	0.2	4	-1	2	-5	-3	-1.6	89
Cc1ccc(Cn2c(CN(C)Cc3ccccc3)nc3c2c(=O)n(C)c(=O)n3C)cc1	5	0.0	4.0	9	0	14	5	11	2.4	101
COc1ccc(OC)c(CCNC(=O)CN2C(=O)COc3ccc(S(=O)(=O)N4CCOCC4)cc32)c1	5	0.8	0.7	11	1	1	-4	-4	0.9	101
COc1ccc(CNc2nccn3ccnc23)cc1	-4	-0.2	6.3	5	0	5	0	3	-0.8	98
Cn1c(N=Cc2ccc([N+](=O)[O-])cc2)c(N)c(=O)n(C)c1=O	-6	-0.1	0.6	-14	3	-4	5	8	-2.0	107
Cc1n[nH]c(C)c1S(=O)(=O)N1CCN(C2CCCCC2)CC1	3	-0.1	-1.1	12	1	-8	-2	-3	0.7	96
Cc1nc2scc(-c3ccco3)c2c(=O)n1/N=C/N(C)C	43*	0.1	-1.5	-8	1	5	3	8	-0.7	90
Cn1c(SCC(=O)NCC2CCCO2)nc2c([nH]c3ccccc32)c1=O (stereo not drawn)	10	0.1	1.6	-12	7	13	2	0	1.2	100
NC(=O)c1ccc(-n2nnnc2SCc2ccc(F)cc2)cc1	0	-0.2	3.1	0	-4	-6	6	-4	0.0	91
CCCn1c(Sc2nnnn2-c2ccccc2)n[nH]c1=O	1	0.0	5.1	-4	0	5	-1	0	-0.2	95
NC(=O)CN1C(=O)C2CCCCN2C(=O)c2ccccc21 (stereo not drawn)	4	0.4	-1.0	7	0	-5	-2	2	-0.6	86
CCOC(=O)CN(C(=O)CNC(=O)c1cccs1)C(C(=O)NC1CCCCC1)c1cccnc1 (stereo not drawn)	-1	0.1	5.9	-2	0	-2	1	5	2.9	116
Cc1nccn1-c1ccc(NC(=O)[C@H]2O[C@@H](n3ccc(N)nc3=O)[C@H](O)[C@@H]2O)cc1	-4	-0.2	0.4	/	/	/	-6	-5	/	98
O=C(O)CC1Sc2nc3ccccc3n2C1=O (stereo not drawn)	6	-0.2	4.2	-4	0	4	2	1	0.5	97
Cc1c(CC(=O)N2C[C@H]3C[C@@H](C2)c2cccc(=O)n2C3)c(=O)oc2cc3occ(C(C)(C)C)c3cc12	9	-0.2	-0.9	-12	-3	2	15	0	-0.8	96
Nc1c(-c2nn[nH]n2)cnn1-c1cc(Cl)cc(Cl)c1	0	0.0	-0.8	1	0	4	1	9	-1.5	99
COc1ccc(Cl)cc1NC(=O)CN1C(=O)NC2(CCCC2)C1=O	5	0.0	-0.5	7	6	-5	-3	4	-0.2	98
CCOC(=O)c1ccc(NC(=O)CC2S/C(=N/N=C/c3c[nH]c4ccccc34)NC2=O)cc1 (stereo not drawn)	17	-0.2	-1.0	-1	1	13	12	-4	-3.4	91
CCC(Sc1ccc2nnc(CCNS(=O)(=O)c3ccc(OC)cc3)n2n1)C(=O)OC (stereo not drawn)	0	-0.1	-0.3	7	3	4	10	6	-2.4	101
CCOc1cc(-c2noc(N)c2C#N)cc(OCC)c1OCC	-4	0.2	0.1	1	2	8	-4	-1	2.5	96
O=C(COC(=O)CCOc1ccccc1)NCCC1=CCCCC1	2	0.1	2.7	-1	-1	3	-3	8	-1.7	104
COc1ccccc1N1CCN(c2cc(=O)n(-c3ccc(Cl)cc3)c(=O)[nH]2)CC1	-1	0.3	0.6	6	2	7	1	-2	-0.3	96
O=C(NCCCN1CCOCC1)/C(=C/c1ccco1)NC(=O)c1ccccc1	-2	-0.1	-0.4	13	0	-4	1	1	1.2	98
Cc1sc2ncnc(SCC(=O)N3CCC(c4noc5ccc(F)cc45)CC3)c2c1C	3	0.3	-2.0	13	0	-5	12	0	-0.9	100
O=C(CSc1nc2ccccc2n1S(=O)(=O)c1cccc([N+](=O)[O-])c1)NCCc1ccccc1	-1	-0.1	1.0	3	1	-1	12	9	9.4*	90
CN(c1ccc(C(=O)N2CCOCC2)cc1)S(=O)(=O)c1cccs1	-3	-0.2	-0.5	5	0	3	-10	6	-1.1	90
COc1ccc(-n2nnnc2SC(C)C(=O)NC2CCCC2)cc1 (stereo not drawn)	2	-0.3	-0.4	-2	-1	-12	1	0	-1.2	107
CSCCNC(=O)c1ccc(OC2CCN(S(=O)(=O)N(C)C)CC2)cc1	-3	0.0	-0.2	6	-4	2	-2	-3	-1.2	95
O=C(NC(=S)N1CCOCC1)c1cn(-c2ccccc2)nc1-c1ccccc1	4	0.8	1.0	-2	2	10	-3	2	1.0	100
COCC(=O)NNC(=O)c1ccccc1OC	1	0.0	1.6	7	2	3	-1	0	-2.2	94
COc1cc(C(=O)Nc2ccc3c(c2)OCCO3)ccc1OC(C)C	-2	-0.1	1.1	-2	-1	-6	-1	6	-0.1	106

Four of these compounds, reformatted:
| molecule | ABHD5-PLIN5 inh | aDG glyco up | hiPSC survival | MC4R antagonist | Glyco luc inh | H9c2 protect | Granule exo inh | HTR2A ag | MC4R ag barr | ABCB6 inh 2 |
| --- | --- | --- | --- | --- | --- | --- | --- | --- | --- | --- |
| O=C(NC(=S)N1CCOCC1)c1cn(-c2ccccc2)nc1-c1ccccc1 | 4 | 0.8 | 1.0 | -2 | 2 | 10 | -3 | 2 | 1.0 | 100 |
| CCC(Sc1ccc2nnc(CCNS(=O)(=O)c3ccc(OC)cc3)n2n1)C(=O)OC (stereo not drawn) | 0 | -0.1 | -0.3 | 7 | 3 | 4 | 10 | 6 | -2.4 | 101 |
| O=C(CSc1nc2ccccc2n1S(=O)(=O)c1cccc([N+](=O)[O-])c1)NCCc1ccccc1 | -1 | -0.1 | 1.0 | 3 | 1 | -1 | 12 | 9 | 9.4* | 90 |
| COc1ccccc1N1CCN(c2cc(=O)n(-c3ccc(Cl)cc3)c(=O)[nH]2)CC1 | -1 | 0.3 | 0.6 | 6 | 2 | 7 | 1 | -2 | -0.3 | 96 |

3 entries from above, ordered by formula weight, rising:
SMILES	ABHD5-PLIN5 inh	aDG glyco up	hiPSC survival	MC4R antagonist	Glyco luc inh	H9c2 protect	Granule exo inh	HTR2A ag	MC4R ag barr	ABCB6 inh 2
Cc1ccc(C)c(NC(=O)CCN2CC(C)CC(C)C2)c1 (stereo not drawn)	-14	-0.2	0.2	4	-1	2	-5	-3	-1.6	89
COc1ccc(Cl)cc1NC(=O)CN1C(=O)NC2(CCCC2)C1=O	5	0.0	-0.5	7	6	-5	-3	4	-0.2	98
Cc1ccc(Cn2c(CN(C)Cc3ccccc3)nc3c2c(=O)n(C)c(=O)n3C)cc1	5	0.0	4.0	9	0	14	5	11	2.4	101
